# Mm-Cpn inhibitor = Inhibitors of TCP-1 ring complex (TRiC) of Methanococcus maripaludis (MmCpn): qHTS. Chaperonin Mm-Cpn (Methanococcus maripaludis). purified Mm-Cpn ATPase, ADP Transcreener TR-FRET. Potency, µM (series often up to 76.9 µM), without a hit: top-dose activity, negative = inhibition, actives largely listed as inhibitors. actives 0.031% (n = 330,000). AID 504842, 2011; active = well fitted inhibition curve with a large enough effect; inconclusive = small, poorly fitted or top-dose-only effect; also: nearly all actives have a fitted effect of over 80% in size
#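 Purified archaeal chaperonin (25 nM final) was preincubated with compound for 10 min at 37°C, then ATP (10 uM final) was added for 30 min at 37°C in Tris pH 7.4/KCl/MgCl2/DTT buffer. ADP was quantified by HTRF Transcreener TR-FRET.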
# The depositor's hits bear a star; ? = inconclusive; [ ] = remark or other dose. % is scaled to controls: 0 for no effect and ±100 for the full control effect; potency is read from the fitted curve at half-maximal effect.
no.	Mm-Cpn inhibitor	compound
1	-22%	COC(=O)[C@@H](NC(=O)O[C@@H]1C(=O)c2ccc(OC)cc2O[C@H]1c1cccc(C(F)(F)F)c1)C(C)C
2	-1%	O=C(c1ccc(-c2ccccc2)cc1)c1ccc([N+](=O)[O-])cc1
3	-3%	Cc1ccc(-c2nc(SCC(=O)NCCN3C(=O)CSC3=O)[nH]c2-c2ccc(C)cc2)cc1
4	0%	CCc1c(C)c(C#N)c2nc3ccccc3n2c1Cl
5	-1%	CCS(=O)(=O)N1CCN(C2CCC(c3ccccc3)CC2)CC1 (stereo unspecified)
6	-3%	CCN(CC)S(=O)(=O)c1cccc(C(=O)N[C@@H](C)c2nc3ccccc3[nH]2)c1
7	-2%	O=C(/C=C/c1ccc(Cl)cc1)N1CCN(c2ncccn2)CC1
8	1%	CCOc1ccc(OCCCCNCCN)cc1
9	-5%	COc1cc(/C=c2\sc3nc(-c4ccncc4)nn3c2=O)ccc1OC(C)=O
10	1%	Cn1c(SCCSc2nnc(-c3ccccc3)n2C)nnc1-c1ccccc1
11	-1%	Cc1ccc2nc(Nc3ncc4c(n3)CCCC4=O)nc(C)c2c1
12	-1%	C=CCC1(CC=C)CCCN1C(=O)c1cc(COc2cncc(Cl)c2)on1
13	0%	COc1ccccc1N1CCN(C/C=C/c2ccc(N(C)C)cc2)CC1
14	-1%	COC(=O)c1ccc(C23CC4(C2)[C@H](CN(Cc2ccc(C(F)(F)F)cc2)[C@@H]4c2ccccc2)C3c2ccc(C(F)(F)F)cc2)cc1 (stereo partly specified)
15	1%	CCC(CC)c1nnc(NC(=O)c2nn(C)c(=O)c3ccccc23)s1
16	-2%	O=C(N/N=C(\Cc1ncc[nH]1)c1ccccc1)c1ccccc1
17	0%	COc1ccccc1NC(=O)NCc1ccc2c(c1)OCO2
18	-6%	Cc1cccc(C(=O)N2CCc3cc(-c4nc(NC(=O)Cn5nnc6ccccc6c5=O)sc4C)ccc32)c1
19	0%[15.4 µM]	COc1ccc([C@]23Cc4ccccc4C(O2)C2=C(O3)C(=O)c3ccccc3C2=O)cc1
20	0%	Cc1ccc(C(=O)NC(C)c2nc3ccccc3n2CC(=O)Nc2c(C)cc(C)cc2C)cc1 (stereo unspecified)
21	2%	Cc1ccc[n+](CC(=O)c2ccccc2)c1
22	-2%	N#CC(=C=[N-])c1nc2ccccc2nc1-[n+]1cccc(NC(=O)c2ccc(F)cc2)c1
23	2%	Cc1ccccc1OCC(=O)NCC(=O)N/N=C/c1cccc([N+](=O)[O-])c1
24	-1%	CCC(C)NC(=O)c1c(N)n(/N=C/c2cccs2)c2nc3ccccc3nc12 (stereo unspecified)
25	0%	O=C(NC1CCCCC1)C(=O)N(Cc1cccnc1)C(C(=O)NCc1ccco1)c1ccccc1 (stereo unspecified)
26	-1%	Cc1cc(NS(=O)(=O)c2ccc(Nc3nc(-c4sc(C)nc4C)cs3)cc2)no1
27	0%	Cc1ccc2c(c1)-n1c(nc3ccccc3c1=O)C(Cc1ccccc1)NC2=O (stereo unspecified)
28	1%	CC(C)CC1NC(=O)c2ccc(Cl)cc2-n2c1nc1ccc(F)cc1c2=O (stereo unspecified)
29	-1%	CC(=O)N=C1SC2CS(=O)(=O)CC2N1c1ccc(-c2nc3ccc(C)cc3s2)cc1 (stereo unspecified)
30	-1%	CCOc1ccc(NC(=O)c2c(NC(=O)CN3CCN(C)CC3)sc3c2CCC3)cc1
31	-1%	CCN(CC)S(=O)(=O)c1ccc(C(=O)N2CCN(CCN3C(=O)c4cccc5cccc(c45)C3=O)CC2)cc1
32	0%	Oc1ccc(-c2nnc(-c3ccccc3)c(-c3ccccc3)n2)cc1
33	0%	CC(C)CC1NC(=O)c2ccccc2-n2c1nc1ccc(Cl)cc1c2=O (stereo unspecified)
34	-1%	CCC(C)(C)N=C(NC#N)Nc1cccnc1
35	-10%	COc1ccccc1Nc1cc(C(=O)N2CCc3ccccc3C2)c2ccccc2n1
36	?	O=C(NCc1ccccc1Cl)C1CCCN(c2nc3ccsc3c(=O)s2)C1 (stereo unspecified)
37	-3%	Cc1ccc(-c2nn3c(-c4cccc(Cl)c4)nnc3s2)cc1
38	-2%	CN1/C(=C/C(=O)c2cccs2)Sc2ccccc21
39	-7%	CC(=O)Nc1ccc(Cc2ccc3[nH]c(=O)cc(C)c3c2)cc1
40	-3%	CCCCN(CC)S(=O)(=O)c1ccc(C(=O)Nc2nnc(-c3ccccc3Cl)o2)cc1
41	-1%	CNC(=O)/C(=N\O)c1ccccc1
42	0%	Cn1cc(C[C@H](C(=O)O)N2C(=O)c3ccc(C(=O)O)cc3C2=O)c2ccccc21
43	2%	O=C1COc2ccc(N3C(=O)c4ccccc4C3=O)cc2N1
44	-9%	Cc1ccc(Cl)cc1NC(=O)COC(=O)c1ccc(COc2ccc3c(C)cc(=O)oc3c2)cc1
45	-1%	CN(C)S(=O)(=O)c1cccc(NC(=O)c2ccc3c(c2)S(=O)(=O)N=C2CCCCCN23)c1
46	1%	CN(C)CCNC(=O)c1cc(Sc2ccc(F)cc2)nc2ccccc12
47	-2%	COc1ccc(/C=C/C(=O)OCC(=O)Nc2cc3oc4ccccc4c3cc2OC)cc1
48	-3%	Cc1c(C(=O)N2CCN(c3ccccc3)CC2)sc2ncnc(N3CCC(C)CC3)c12
49	-2%	C=CCC(=O)OCC(=O)Nc1ccc(Oc2ccccc2)cc1
50	2%	Cc1cccc(NC(=O)Cn2c([N+](=O)[O-])cnc2C)c1C
51	-1%	Cc1cccc(NC(=O)NCc2ccc3c(c2)OCO3)c1
52	-2%	CC1=NOC(=O)/C1=C/c1ccc(-c2ccc(Cl)cc2)o1
53	-3%	CCOc1ccc(C(=O)N/N=C/c2c(C)[nH]c(=O)[nH]c2=O)cc1
54	-4%	N#C/C(=C\c1ccc(-c2cccc([N+](=O)[O-])c2)o1)c1nnc(N2CCOCC2)n1-c1ccccc1
55	1%	Cc1ccc2c(Cl)cc(Cl)c(OCC(=O)Nc3cc(C)on3)c2n1
56	-3%	COCCn1c(-c2ccccc2)nc2c(c(=O)c3ccccc3n2C)c1=O
57	-2%	O=C(N/C(=C\c1cn(-c2ccccc2)nc1-c1ccc(Cl)cc1)C(=O)N1CCOCC1)c1ccccc1
58	2%	Oc1ccc(CNCc2ccc3c(c2)OCO3)c2cccnc12
59	2%	CC1CCC(NC(=O)C2CCN(C(=O)NC3CCCCC3)CC2)CC1 (stereo unspecified)
60	1%	COc1cc(NS(=O)(=O)c2ccc(NC(=O)c3ccc(S(=O)(=O)N4CCCC4)cc3)cc2)ncn1

# The list continues.
no.	Mm-Cpn inhibitor	compound
61	0%	COc1cc(-c2nc(-c3ccc(C)nc3OC)no2)cc(OC)c1OC
62	0%	N#C/C(=C/c1ccc(-c2cc(C(=O)O)cc(C(=O)O)c2)o1)c1nc2ccccc2s1
63	-2%	CCN(C(=O)CN1CCCc2ccccc21)c1c(N)n(Cc2ccccc2)c(=O)[nH]c1=O
64	2%	Cc1nc(N2CCN(c3ccccc3)CC2)c2c3c(sc2n1)CCC3
65	-7%	Cc1ccc2nc3c(cc(C(=O)NCC4CCCO4)n3C)c(=O)n2c1 (stereo unspecified)
66	2%	Cn1cc([N+](=O)[O-])c(C(=O)NC2CCCCCCC2)n1
67	-6%	CCCN1C=CC(=C/C=C(\C#N)C(=O)OCC)C=C1
68	0%	Cc1ccc(-n2nc(C)c(C3C(C#N)=C(N)OC4=C3C(=O)CCC4)c2Cl)cc1 (stereo unspecified)
69	0%	CCOC(=O)C1(Cc2cccc(Cl)c2)CCCN(C(=O)CCN2CCCC2=O)C1 (stereo unspecified)
70	-22%	c1cncc(CNc2ncnc3ccc(-c4ccco4)cc23)c1
71	1%	O=C(NCCN1CCOCC1)c1cc(Sc2ccccc2Cl)nc2ccccc12
72	-12%	CSc1ccc(C2c3[nH]c4ccccc4c3CCN2C(=O)c2cc(C)n(C)n2)cc1 (stereo unspecified)
73	-8%	Cn1c2ccccc2c2nnc(SCc3nnc(-c4ccccc4)o3)nc21
74	4%	COc1ccc(C)cc1NC(=S)NC12CN3CN(CN(C3)C1)C2
75	1%	CN(C)c1ccc(-c2ccncc2)cc1
76	-3%	Cc1ccc2c(c1)-n1c(nc3ccc(C)cc3c1=O)C(Cc1ccc(O)cc1)NC2=O (stereo unspecified)
77	0%	Cc1nc2nc(-c3ccc(Cl)cc3)nn2c(C)c1Cl
78	-4%	Cc1ccnc(NC(=O)c2ccc(Cl)cc2Cl)n1
79	-1%	Cc1nc2c(C(=O)NCc3cccs3)cnn2c(C)c1Cc1ccc(F)cc1
80	1%	O=C(c1ccc2c(c1)OCO2)n1nnc2ccccc21
81	-16%[15.4 µM]	O=C1CCCC2=C1C1O[C@](c3ccsc3)(Cc3c1ccc1ccccc31)O2
82	3%	COCC(=O)Nc1cc(C(=O)Nc2ccccc2)ccc1Cl
83	-2%	COc1ccc(C2=CC(=O)C=CC2=O)cc1
84	0%	CC1CCCN(c2nc3ccccc3nc2C(C#N)C(=O)OC2CCCCC2)C1 (stereo unspecified)
85	3%	Cc1nn(S(=O)(=O)c2cccs2)c(C)c1Sc1ccccc1
86	-6%	c1ccc2c(c1)-c1cccc3c1c-2cc1ccccc13
87	0%	CCCc1nnc2n1N=C(c1ccc(-c3cc(Cl)ccc3Cl)o1)CS2
88	5%	CCOc1cc(/C=C2\SC(=Nc3ccc(F)cc3)N(c3ccc(F)cc3)C2=O)ccc1OCC(=O)O
89	2%	CC(C)c1nc(CN(C)C(=O)N[C@H](C(=O)N[C@@H](Cc2ccccc2)C[C@H](O)[C@H](Cc2ccccc2)NC(=O)OCc2cncs2)C(C)C)cs1
90	0%	COc1cc2[nH]c3c(N4CCC(C(N)=O)CC4)ncnc3c2cc1OC
91	-4%	CCCn1c(=O)c(C(=O)Nc2nnc(CC)s2)c(O)c2ccccc21
92	-1%	CC(=O)Nc1ccc(NC(=O)c2ccc(COc3ccc4c(C)cc(=O)oc4c3)cc2)cc1
93	-6%	COc1ccccc1NC(=O)CN(Cc1ccco1)C(=O)c1cc2ccccc2o1
94	1%[15.4 µM]	COc1ccc([C@]23Cc4cc(OC)c(OC)cc4C(O2)c2c(cc(C)oc2=O)O3)cc1
95	1%	COc1cc(NC(=O)c2ccccc2-c2ccccc2)cc(OC)c1OC
96	-1%	OC1OC[C@@H](O)[C@H](O)[C@H]1O (stereo partly specified)
97	0%	CCOc1ccc(N2CCn3c2nc2c3c(=O)n(CCc3ccccc3)c(=O)n2C)cc1
98	0%	Cc1cc(NS(=O)(=O)c2ccc(NC(=O)c3cc4ccccc4o3)cc2)no1
99	0%	Fc1ccc(N2CCN(Cc3c[nH]c4ccccc34)CC2)cc1
100	-12%	O=C1C(Cc2ccccc2)Nc2ncnc(N3CCc4ccccc4C3)c2N1Cc1ccc(Br)cc1 (stereo unspecified)
101	-17%	O=C(Nc1ccc(C2=NCCN2)cc1)c1ccc(Cl)c(C(=O)Nc2ccc(C3=NCCN3)cc2)c1
102	-1%	CCOc1ccc(N2CCCn3c2nc2c3c(=O)n(CCc3ccccc3)c(=O)n2C)cc1
103	?	O=[N+]([O-])CC(=Nc1ccc(F)cc1)N/N=C\c1oc(O)c2ccccc12
104	0%	CC1CCCC(C)N1/N=C/c1cc(Br)c(O)c(Br)c1 (stereo unspecified)
105	1%	CCOC(=O)c1ccc(NC(=O)c2c(O)c3ccccc3n(C)c2=O)cc1
106	0%	C/C(=C\c1ccccc1)CN(C)CCN(C)C
107	1%	CCOc1ccccc1NC(=O)CC1SC(=N)N(c2ccccc2)C1=O (stereo unspecified)
108	1%	CCc1nc(SCC(=O)N2CCC(Cc3ccccc3)CC2)c2c(=O)n(C)c(=O)n(C)c2n1
109	3%	CN1CCN(CC(=O)N/N=C\c2c[nH]c3ccccc23)CC1
110	-6%	O=C(NCc1cc(C(F)(F)F)ccc1Cl)c1cccc2c1C(=O)c1ccc(Cl)cc1S2(=O)=O
111	-2%	Cc1ccc(O)c(/C=N/NC(=O)C2=NNC(c3ccccc3)(c3ccccc3)C2)c1
112	3%	CC(=O)c1c(C)[nH]c(C(=O)OCC(=O)c2c(N)n(C)c(=O)n(C)c2=O)c1C
113	-1%	C=CCn1cnc2c(c1=O)c1nc3ccccc3nc1n2-c1ccccc1
114	-2%	COc1ccc(Br)cc1/C=N/NC(=O)c1cc(Br)ccc1O
115	-6%	COC(=O)c1ccc(NC(=O)c2cnc3scc(C)n3c2=O)cc1
116	0%	O=C(COC(=O)c1cccc([N+](=O)[O-])c1)c1ccc2c(c1)OCO2
117	0%	COc1ccc(CCN(Cc2cc3cccc(C)c3n3nnnc23)C(=O)c2ccncc2)cc1OC
118	0%	C(=N\Nc1nc(N2CCOCC2)nc(N2CCOCC2)n1)/c1ccco1

# An excerpt (hit frequency here may not be typical).
